Jurkat NFkB inh = inhibitors of the PMA/ionomycin-induced NF-kB reporter in Jurkat cells | PMA/ionomycin-induced NF-kB luciferase reporter, luminescence | inhibition, % at 4 µM | 330,000 tested, 0.53% active
SENP7 block = inhibitors of human SENP7 protease | Q9BQF6 | recombinant SENP7, Z-RLRGG-aminoluciferin luminescence, 40 min | inhibition, % at 5 µM | 330,000 tested, 1.5% active;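 active = inhibition above about 50% at the single test dose, limit read from the data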;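 also: plate controls were DMSO with enzyme for no effect and no enzyme buffer wells for full effect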
Apaf1 inhib = inhibitors of human Apaf-1 apoptosome | reconstituted apoptosome caspase-3 activity, DEVD-Rh110 fluorescence | inhibition, % at 20 µM | 330,000 tested, 0.71% active; active = inhibition of at least 40% at 20 µM;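 also: plate controls were DMSO wells for no effect and DEVD-CHO caspase inhibitor wells for full effect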
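Assay system: Apoptosome proteins | Medium: pH 7.5 Hepes buffer with CHAPS, BSA, DTT | Also added: Cytochrome c and DEVD-Rh110 substrate | Times: 30 min plus 50 min, RT | Detection: Rhodamine 110 fluorescence at Ex 480/Em 540 nm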
Gli-Sufu block = antagonists of Gli-Sufu signaling; Sufu-KO-LIGHT fibroblasts, Gli luciferase reporter luminescence; inhibition, % at 5 µM; 340,000 tested, 0.74% active; AID 588413;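 active = inhibition above about 55%, limit read from the data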;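 also: 0% = DMSO-treated cells and 100% = wells with medium but no cells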
697 NFkB inh = inhibitors of the PMA/ionomycin-induced NF-kB reporter in 697 B cells; 697 B-cell NF-kB luciferase reporter, 16 h; inhibition, % at 4 µM; 330,000 tested, 0.33% active; in the data active = inhibition above about 35%
SENP8 block = SENP8 protease inhibition. Q96LD8. purified SENP8, Z-RLRGG-aminoluciferin cleavage, luminescence. inhibition, % at 10 µM. 330,000 tested, 1.2% active. AID 2540
HKDC1 inhibitor = blocks human hexokinase HKDC1 activity; inhibition, % at 20 µM; 340,000 tested, 0.16% active; AID 493160; recombinant HKDC1, G6PDH/diaphorase resazurin coupled fluorescence; Q2TB90;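 active = inhibition above about 35% when tested at 20 µM, limit read from the data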;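 also: plate controls were DMSO wells with enzyme for no effect and DMSO wells lacking enzyme for full effect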
Target sequence (Q2TB90 whole entry, looked up): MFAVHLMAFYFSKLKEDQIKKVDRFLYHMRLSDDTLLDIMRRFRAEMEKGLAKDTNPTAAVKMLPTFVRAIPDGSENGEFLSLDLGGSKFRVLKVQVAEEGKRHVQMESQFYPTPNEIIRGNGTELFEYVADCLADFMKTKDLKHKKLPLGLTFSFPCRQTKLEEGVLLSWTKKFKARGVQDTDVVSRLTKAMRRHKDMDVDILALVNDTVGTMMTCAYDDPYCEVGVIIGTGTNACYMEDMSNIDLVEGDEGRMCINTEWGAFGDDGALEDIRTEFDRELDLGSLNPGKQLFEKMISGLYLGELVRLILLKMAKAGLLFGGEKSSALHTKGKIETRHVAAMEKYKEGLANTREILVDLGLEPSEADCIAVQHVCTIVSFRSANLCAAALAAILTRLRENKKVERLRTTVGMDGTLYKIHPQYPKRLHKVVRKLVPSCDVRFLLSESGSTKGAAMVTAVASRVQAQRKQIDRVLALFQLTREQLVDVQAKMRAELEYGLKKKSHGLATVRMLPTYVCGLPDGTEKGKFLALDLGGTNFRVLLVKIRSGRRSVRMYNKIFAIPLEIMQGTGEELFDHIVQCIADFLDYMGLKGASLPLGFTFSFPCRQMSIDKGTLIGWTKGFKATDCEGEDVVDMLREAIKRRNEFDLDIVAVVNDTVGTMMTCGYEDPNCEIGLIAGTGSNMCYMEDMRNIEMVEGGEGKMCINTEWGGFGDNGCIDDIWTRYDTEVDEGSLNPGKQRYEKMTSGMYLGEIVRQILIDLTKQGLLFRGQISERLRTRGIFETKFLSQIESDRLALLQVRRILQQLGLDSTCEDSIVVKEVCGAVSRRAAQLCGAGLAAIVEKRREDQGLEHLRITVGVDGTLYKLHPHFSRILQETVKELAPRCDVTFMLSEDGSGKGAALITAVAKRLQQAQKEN
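Test system: HK5 enzyme. Quantity: 5 µg/mL HK5 final. Reagent: glucose and ATP substrates. Schedule: 90 min reaction incubation at room temperature, dark. Technique: resazurin-to-resorufin fluorescence via G6PDH and diaphorase coupling, 525/613 nm. Control set: DMSO wells with and without enzyme mix.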
UBC13 inh = human UBC13 polyubiquitination inhibition | P61088 | UBC13 polyubiquitin chain formation, TR-FRET | inhibition, % at 20 µM | 330,000 tested, 0.47% active | AID 485273; in the data active = inhibition above about 45%, passing the limit was not always enough
Target sequence (P61088 whole entry, looked up): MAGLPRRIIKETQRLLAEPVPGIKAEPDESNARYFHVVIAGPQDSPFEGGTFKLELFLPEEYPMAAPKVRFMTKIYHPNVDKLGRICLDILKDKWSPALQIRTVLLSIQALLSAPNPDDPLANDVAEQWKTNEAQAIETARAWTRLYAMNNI
* hit, by the source's call. Rule as the data show it, unless noted: active = inhibition above about 50%; inactive = the rest. Hits appear at their usual frequency. About 3.6% of those tested had a hit in this group.

SMILES	Jurkat NFkB inh	SENP7 block	Apaf1 inhib	Gli-Sufu block	697 NFkB inh	SENP8 block	HKDC1 inhibitor	UBC13 inh
O=C(/C=C/c1ccc(Cl)c([N+](=O)[O-])c1)NCc1cccnc1	-10.3	-6.3	12.3	2.0	-9.0	-10.5	-1.7	-6.8
Cc1ccsc1C(=O)OCc1cc(=O)n2ccsc2n1	-108.9	56.7*	4.5	-87.3	-63.4	47.7	-4.8	-3.2
CCc1ccccc1NC(=O)CN(C)C(=O)CSc1nnc(Nc2cccc(C)c2C)s1	12.3	5.3	11.2	3.9	15.7	4.9	-0.2	2.6
O=C(Nc1ccc2ccccc2c1)c1cn(-c2ccccc2)nc1-c1cccs1	-14.4	-8.3	8.4	-45.6	-41.3	-5.4	-5.5	-15.5
CCc1ccc(CN(C)CC(=O)Nc2ccc3c(c2)CCC3)cc1	-9.0	3.4	24.3	1.5	7.9	8.1	-4.2	5.8
COc1ccc(-c2n(Cc3ccccc3)c3ccccc3[n+]2Cc2ccccc2)cc1	45.4	10.4	-1.8	72.0*	41.3*	0.1	-11.0	14.1
O=C(CCSCc1ccccc1)Nc1ccc2c(c1)OCCO2	-24.8	-2.9	9.9	-13.1	5.6	-6.7	-9.9	-4.3
Cc1nccn1CC(=O)N/N=C/c1ccccc1O	-7.3	5.8	-13.0	6.6	-4.6	1.0	-14.3	-0.6
COc1ccc(CCN2C(=O)C3C4CC(C5C(C(=O)O)=NOC45)C3C2=O)cc1OC (stereo not given)	-5.9	-9.6	9.4	-1.8	1.0	-6.6	5.2	0.6
CCCCC(=O)OCCNC(=O)c1cc2ccccc2oc1=O	6.6	0.6	-9.4	2.6	7.6	-2.6	0.3	3.3
CC1CCCC(NC(=O)COC(=O)c2cccc(S(=O)(=O)N3CCCCC3)c2)C1C (stereo not given)	12.8	4.7	-6.3	0.8	20.3	-1.3	-2.5	-5.1
O=C(Nc1cccc(Cl)c1)OC1CCCCc2cccnc21 (stereo not given)	15.9	-6.2	1.2	-5.3	8.9	-11.1	2.0	5.8
CCCCCn1c(SCC(=O)CC(=O)OCC)nc2cc(C(=O)N3CCC(C(N)=O)CC3)ccc2c1=O	-10.3	7.9	9.5	19.8	5.5	-3.2	-1.5	-2.8
CCCN1CCC(=NNc2ccc(S(=O)(=O)N3CCOCC3)cc2[N+](=O)[O-])CC1	64.4*	0.8	11.9	48.0	-11.6	-1.3	-6.6	-52.4
CCCc1nnc2c(N(C)S(=O)(=O)c3ccccc3)nc3ccccc3n12	11.9	0.8	2.6	10.0	-2.8	0.9	-5.8	5.7
O=C1C[C@H](c2ccc(O)cc2)Oc2cc(O[C@@H]3O[C@H](CO)[C@@H](O)[C@H](O)[C@H]3O)cc(O[C@@H]3O[C@H](CO)[C@@H](O)[C@H](O)[C@H]3O)c21	-9.4	1.1	1.5	-12.7	-1.5	-10.5	-5.1	-14.2
Cc1ccc(S(=O)(=O)c2cc3c(=O)n4ccccc4nc3n(CCCN3CCOCC3)c2=N)cc1C	6.5	-3.2	14.9	5.2	5.5	2.6	-1.6	-3.3
COc1nnc(-c2ccc(N3CCCCC3)c(N)c2)c2ccccc12	-13.1	-6.2	18.7	52.9	-58.8	-3.5	15.5	-9.0
COC(=O)c1ccc(/C=N/n2cnnc2)cc1	6.4	6.7	-6.7	2.5	1.2	3.2	-8.1	-4.1
Cc1ccc(C(=O)N2CCN(c3ccc(Cl)cc3)CC2)cc1	2.1	1.7	4.7	-4.4	-0.5	0.9	-2.5	7.4
Cn1cccc1C1C(C#N)=C(N)OC2=C1C(=O)CCC2 (stereo not given)	-3.4	-7.8	-5.9	3.6	6.7	-2.3	2.5	2.9
Cn1nc(C(=O)N2CCN(S(=O)(=O)c3ccc(Cl)cc3)CC2)c2ccccc2c1=O	5.1	-5.8	-1.1	10.1	1.8	10.7	-4.9	2.6
CC(C)CC(/C(O)=C(\C#N)c1nc2ccccc2[nH]1)N1C(=O)c2ccccc2C1=O (stereo not given)	9.6	-6.4	9.7	2.3	13.4	-0.8	-3.4	-12.0
CC12CCC(=O)N1C(C(=O)Nc1cccc(S(=O)(=O)N3CCCCC3)c1)CS2 (stereo not given)	13.7	3.1	-4.0	0.4	4.7	8.4	-3.0	-3.3
COc1ccc(CCN(Cc2ccccn2)C(=S)Nc2cccc(SC)c2)cc1OC	2.8	-6.2	16.0	-4.4	-12.0	-14.3	-2.6	-3.1

Reformatted bar-delimited: 14 of the compounds above.
Compound | Jurkat NFkB inh | SENP7 block | Apaf1 inhib | Gli-Sufu block | 697 NFkB inh | SENP8 block | HKDC1 inhibitor | UBC13 inh
O=C(CCSCc1ccccc1)Nc1ccc2c(c1)OCCO2 | -24.8 | -2.9 | 9.9 | -13.1 | 5.6 | -6.7 | -9.9 | -4.3
Cc1nccn1CC(=O)N/N=C/c1ccccc1O | -7.3 | 5.8 | -13.0 | 6.6 | -4.6 | 1.0 | -14.3 | -0.6
COc1ccc(CCN2C(=O)C3C4CC(C5C(C(=O)O)=NOC45)C3C2=O)cc1OC (stereo not given) | -5.9 | -9.6 | 9.4 | -1.8 | 1.0 | -6.6 | 5.2 | 0.6
CCCCC(=O)OCCNC(=O)c1cc2ccccc2oc1=O | 6.6 | 0.6 | -9.4 | 2.6 | 7.6 | -2.6 | 0.3 | 3.3
CC1CCCC(NC(=O)COC(=O)c2cccc(S(=O)(=O)N3CCCCC3)c2)C1C (stereo not given) | 12.8 | 4.7 | -6.3 | 0.8 | 20.3 | -1.3 | -2.5 | -5.1
O=C(Nc1cccc(Cl)c1)OC1CCCCc2cccnc21 (stereo not given) | 15.9 | -6.2 | 1.2 | -5.3 | 8.9 | -11.1 | 2.0 | 5.8
CCCCCn1c(SCC(=O)CC(=O)OCC)nc2cc(C(=O)N3CCC(C(N)=O)CC3)ccc2c1=O | -10.3 | 7.9 | 9.5 | 19.8 | 5.5 | -3.2 | -1.5 | -2.8
CCCN1CCC(=NNc2ccc(S(=O)(=O)N3CCOCC3)cc2[N+](=O)[O-])CC1 | 64.4* | 0.8 | 11.9 | 48.0 | -11.6 | -1.3 | -6.6 | -52.4
CCCc1nnc2c(N(C)S(=O)(=O)c3ccccc3)nc3ccccc3n12 | 11.9 | 0.8 | 2.6 | 10.0 | -2.8 | 0.9 | -5.8 | 5.7
O=C1C[C@H](c2ccc(O)cc2)Oc2cc(O[C@@H]3O[C@H](CO)[C@@H](O)[C@H](O)[C@H]3O)cc(O[C@@H]3O[C@H](CO)[C@@H](O)[C@H](O)[C@H]3O)c21 | -9.4 | 1.1 | 1.5 | -12.7 | -1.5 | -10.5 | -5.1 | -14.2
Cc1ccc(S(=O)(=O)c2cc3c(=O)n4ccccc4nc3n(CCCN3CCOCC3)c2=N)cc1C | 6.5 | -3.2 | 14.9 | 5.2 | 5.5 | 2.6 | -1.6 | -3.3
COc1nnc(-c2ccc(N3CCCCC3)c(N)c2)c2ccccc12 | -13.1 | -6.2 | 18.7 | 52.9 | -58.8 | -3.5 | 15.5 | -9.0
COC(=O)c1ccc(/C=N/n2cnnc2)cc1 | 6.4 | 6.7 | -6.7 | 2.5 | 1.2 | 3.2 | -8.1 | -4.1
Cc1ccc(C(=O)N2CCN(c3ccc(Cl)cc3)CC2)cc1 | 2.1 | 1.7 | 4.7 | -4.4 | -0.5 | 0.9 | -2.5 | 7.4

Further results:
SMILES	Jurkat NFkB inh	SENP7 block	Apaf1 inhib	Gli-Sufu block	697 NFkB inh	SENP8 block	HKDC1 inhibitor	UBC13 inh
O=C(COC(=O)CCc1ccccc1)Nc1ccc(F)cc1Cl	-10.2	-10.8	1.8	-13.3	-8.6	-9.6	-1.9	-5.4
CN(C)/C=C(/C(=O)c1ccc(Cl)cc1)S(=O)(=O)c1ccc(Cl)cc1	-11.1	6.4	11.1	4.2	4.3	7.6	-10.1	-1.5
Cc1ccccc1Oc1ncnc2oc(-c3ccccc3)cc12	0.4	0.4	-75.5	3.2	14.2	4.6	0.9	6.2
CC1CCCN(c2ccc(C(=O)NCc3ccc4c(c3)OCO4)cc2[N+](=O)[O-])C1 (stereo not given)	3.2	1.9	14.8	-0.5	0.7	-9.9	-5.7	-2.0
COc1cc(/C=C/C(=O)OCC(=O)NC2CCS(=O)(=O)C2)ccc1O (stereo not given)	-2.8	-1.1	-6.2	-0.6	25.8	3.6	-13.1	5.6
CC1CCc2c(sc3nc4n(c(=O)c23)CCS4)C1 (stereo not given)	-47.9	10.0	10.8	-45.2	-75.3	2.7	-8.6	-14.4
O=C(O)Cn1c(=O)n(Cc2ccccc2)c2ccccc21	-10.1	1.8	-0.1	16.7	5.4	-3.7	-6.5	-6.1
CCCCc1nnc(NC(=O)c2nc3nccc(C)n3n2)s1	12.4	-1.8	-6.4	-8.1	9.7	-1.4	-5.8	-8.9
CCCOc1cccc(C(=O)N/N=C/c2ccoc2)c1	-3.8	9.6	-0.8	-17.8	-31.3	-15.7	-1.0	-4.7
COc1ccccc1-n1c(CNC(=O)c2ccco2)nnc1SCC(=O)Nc1ccc(F)cc1	-20.1	3.8	-1.5	-2.6	1.7	-3.9	-7.3	7.2
Cc1cc(C)c(NC(=O)COC(=O)C2=COCCO2)c(Cl)c1	-0.1	-4.4	4.5	-2.9	-10.5	-7.0	-3.9	2.6
Cc1ccc(NC(=O)c2ccc([N+](=O)[O-])cc2)cc1S(=O)(=O)N(C)C	-38.5	3.5	2.2	-10.3	-10.3	-1.4	-1.7	-5.4
O=C(C/C=N/OCc1c(Cl)cccc1Cl)c1ccc(Cl)cc1	-6.4	-2.1	5.1	4.2	6.8	2.3	1.9	-3.9
COc1ccc(/C=C/c2c([N+](=O)[O-])c(=O)n(C)c(=O)n2C)cc1OC	4.4	-2.1	-14.1	-7.7	3.2	-1.2	1.4	-4.3
CN(C)CCNC(=O)C1CCCNC1=O (stereo not given)	-4.6	-6.5	-0.1	1.6	-36.6	-5.4	-8.5	-13.8
COc1ccc(-c2cc(C)no2)cc1S(=O)(=O)NCCc1ccco1	-1.4	12.9	-382.3	-13.0	13.2	-14.4	-4.3	-2.4
CC(C)OCC(O)CS(=O)Cc1ccccc1 (stereo not given)	4.9	-6.7	-7.1	-1.8	-6.6	4.8	-11.2	3.2
COc1ccc(-c2cc3nc(C4CCN(C(=O)OC(C)(C)C)CC4)c(C(=O)O)cn3n2)cc1	5.5	2.4	12.0	2.0	15.1	3.0	-3.6	4.2
CC(C)(C)OC(=O)COc1cc(O)c2c(=O)cc(-c3ccccc3)oc2c1	-7.5	8.8	12.4	0.0	-10.2	-4.0	-5.3	-0.3
COc1ccccc1-c1cc(C(F)(F)F)nc(NCc2cccs2)n1	0.1	10.1	3.3	0.7	19.3	-3.6	15.1	33.3
Cc1cccc(NC(=O)NCC2CCN(c3ccc(S(=O)(=O)N4CCOCC4)cc3)CC2)c1	1.0	7.2	3.2	8.1	0.5	0.1	-1.0	0.7
COc1ccc(C(=O)Nc2cc(C(=O)O)cc(C(=O)O)c2)cc1Cl	-10.4	6.2	-3.0	-13.1	-7.6	5.9	11.5	1.8
COc1ccc(-c2[nH]nc3c2C(c2ccoc2)C(C#N)=C(N)O3)cc1 (stereo not given)	4.9	-1.5	7.6	0.8	13.1	-1.1	5.1	-5.0
O=c1c2cc(F)ccc2[nH]c(=S)n1Cc1ccc(F)cc1	-1.9	-2.6	9.4	8.9	-23.9	-3.5	4.6	36.3
C=CCn1cnc2c(nnn2-c2ccc(C)c(Cl)c2)c1=O	4.0	5.4	-0.7	-5.3	5.9	-5.3	-6.5	24.4
CN(C)c1ccc(C(=O)NCCCSc2ccccc2)cc1	-3.0	-13.5	13.2	36.6	26.1	-6.9	5.5	2.4
O=C1NCCCN1Cc1ccc(Cl)cc1	10.4	0.8	4.7	3.7	8.9	-2.1	-1.6	8.6
